# GBA enhancer: GBA activity enhancers in patient fibroblasts, primary screen, cell-based; Lysosomal acid glucosylceramidase (Homo sapiens), P04062; L444P Gaucher fibroblasts, 4-MU-glucoside fluorescence, 3 days; activation, % at 10 µM; 30,000 tested, 0.44% active; AID 784, 2007; in the data active = activation above about 65%;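 also: 0% = vehicle wells and 100% = positive control wells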
# Target sequence (P04062 whole entry L483P): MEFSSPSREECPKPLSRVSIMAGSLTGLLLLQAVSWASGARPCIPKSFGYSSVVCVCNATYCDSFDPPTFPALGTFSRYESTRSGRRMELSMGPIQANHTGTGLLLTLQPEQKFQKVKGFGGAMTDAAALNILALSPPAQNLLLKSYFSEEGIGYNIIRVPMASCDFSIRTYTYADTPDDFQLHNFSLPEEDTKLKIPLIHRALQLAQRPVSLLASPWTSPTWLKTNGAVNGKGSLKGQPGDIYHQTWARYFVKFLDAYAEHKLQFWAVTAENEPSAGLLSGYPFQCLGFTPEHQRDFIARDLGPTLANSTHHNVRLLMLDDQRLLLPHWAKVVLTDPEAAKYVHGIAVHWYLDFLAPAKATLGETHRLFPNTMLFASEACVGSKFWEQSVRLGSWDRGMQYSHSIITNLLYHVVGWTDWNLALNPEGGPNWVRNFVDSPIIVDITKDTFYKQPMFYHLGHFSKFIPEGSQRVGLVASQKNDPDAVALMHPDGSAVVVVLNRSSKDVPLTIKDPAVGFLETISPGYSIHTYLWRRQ
# Active calls of the source: *. Some of the compounds tested; rates above refer to the full screens.
SMILES,GBA enhancer
COC(=O)CCC(=O)Nc1ccc(Br)cc1,14
CN1C(=O)OC(C)(CCc2ccccc2)C1(C)O (stereo not given),-36
COc1ccc(NC(=O)c2cc(C)on2)cc1OC,-8
O=C(NC1CCCC1)c1ccc(CS(=O)(=O)c2cccc(C(F)(F)F)c2)o1,-27
COC(=O)C(C)Sc1ncnc2c1nnn2-c1ccc(F)cc1 (stereo not given),-2
Cc1ccc(C(=O)NC(C)(COc2nonc2C)COc2nonc2C)cc1,38
CN(C)CCCN1C(=O)C(=O)/C(=C(/O)c2ccncc2)C1c1cccc(Br)c1 (stereo not given),10
COc1ccc(NC(=O)c2oc3ccccc3c2C)c(OC)c1,-6
O=C(Nc1cccc(Cl)c1)Nc1nccs1,-49
Cc1ccc(CS(=O)(=O)CCC(=O)NCCCN2CCCC2)cc1,-62
COC(=O)c1cccc(NC(=O)CN2CCC(NC(=O)c3cc(OC)c(OC)c(OC)c3)CC2)c1,-9
CCC(Sc1nc2cc(OC)c(OC)cc2c2nc(C)nn12)C(=O)NCc1ccco1 (stereo not given),-6
CC12C(=O)N(CCC(=O)O)C(=O)C1C1C=CC2C1 (stereo not given),-3
Cc1nnc(SCC(=O)NCc2ccc(Cl)cc2)[nH]c1=O,-13
COC(=O)Cn1c(=O)cnc2ccccc21,5
N#Cc1c(/N=C/c2ccco2)sc2c1CCCCC2,-30
COc1ccc(NS(=O)(=O)c2cc(C(=O)O)ccc2C)cc1,3
Cc1cc(=O)[nH]c(SC/C=C/c2ccccc2)n1,6
COC(=O)c1ccc(COc2cccc(OC)c2)o1,11
O=C(NCCCN1CCCC1=O)c1ccc(Cl)c(NS(=O)(=O)c2ccc(F)cc2)c1,-12
CCC(=O)Nc1cc(C(F)(F)F)ccc1N1CCOCC1,-7
COC(=O)C1=C(C)Nc2ncnn2C1c1ccco1 (stereo not given),0
O=C1c2ccncc2C(=O)N1C1CCCCC1,-14
Cc1noc(C)c1C(=O)Nc1sc(C)c(C)c1C#N,0
O=C(CCn1ccc2ccccc21)Nc1ccc(N2CCOCC2)cc1,-1

# Next section:
SMILES,GBA enhancer
CCCOc1ccccc1C1CC(=O)NC(C)=C1C(=O)OCC(C)C (stereo not given),-16
COc1ccc(Cc2c(O)nc(SC)n(C(C)=O)c2=O)cc1,-12
CC(C)(C)c1ccc(OCCn2ccccc2=O)cc1,-17
CCc1nc(SCC(=O)N2CCN(c3ccccc3)CC2)c2c(=O)n(C)c(=O)n(C)c2n1,-9
CC(=O)OC1CC(C)(C)N(OC(=O)CCCN2C(=O)c3ccccc3C2=O)C(C)(C)C1,-44
Cn1ncc2c(N3CCOCC3)ncnc21,-23
COc1ccccc1NC(=O)Cn1nnc(C(=O)Nc2ccccc2)c1N,-1
O=C(CN1CCCCCC1)NCCc1ccc(F)cc1,-13
CCC(C(=O)OCC(=O)Nc1c(C)n(C)n(-c2ccccc2)c1=O)c1ccccc1 (stereo not given),-1
O=C(NC1CCCC1)C1CCN(S(=O)(=O)N2CCCCC2)CC1,-8
COc1cccc(NC(=O)Cc2cn(C)c3ccccc23)c1,-49
COc1ccc(-c2noc(CSc3nc(N)c(-c4ccccc4)c(=O)[nH]3)n2)cc1,-22
O=C(NC1CCCCCC1)c1c(F)c(F)c(F)c(F)c1F,-16
CC1(C)CC(=O)C(C=Nc2ccc(O)cc2)=C(O)C1,12
O=C(Cn1cnc2c(cnn2-c2ccccc2)c1=O)N1CCCc2ccccc21,2
O=C1C2CC=CCC2C(=O)N1CC(=O)N(Cc1ccccc1)C1CCS(=O)(=O)C1 (stereo not given),-32
CC(C)C(=O)Nc1ccc(NC(=O)c2ccccc2Cl)nc1,-11
NC(=O)C1CCN(C(=S)c2cccs2)CC1,1
Cc1cc(C(=O)COc2cccc(-n3cnnn3)c2)c(C)n1-c1ccccc1,3
COc1cc(C2c3c(oc4ccccc4c3=O)C(=O)N2Cc2ccncc2)ccc1O (stereo not given),-9
CCCOC(=O)CSc1nnc(-c2ccc(Cl)cc2Cl)o1,-2
COc1ccc(-n2nc(C(=O)N3CCN(c4ccc(F)cc4)CC3)c3ccccc3c2=O)c(OC)c1,-1
COC(=O)c1ccc(NC(=O)c2ccccc2NS(C)(=O)=O)cc1,0
CC1CCN(CCCNC(=O)Cc2c(C(=O)O)n(C)c3ccccc23)CC1,-25
O=C(CCc1ccc(S(=O)(=O)N2CCOCC2)cc1)Oc1ccccc1,9

# Random excerpt: three compounds from above.
SMILES,GBA enhancer
CC(=O)OC1CC(C)(C)N(OC(=O)CCCN2C(=O)c3ccccc3C2=O)C(C)(C)C1,-44
O=C(NC1CCCC1)C1CCN(S(=O)(=O)N2CCCCC2)CC1,-8
O=C1C2CC=CCC2C(=O)N1CC(=O)N(Cc1ccccc1)C1CCS(=O)(=O)C1 (stereo not given),-32

# New compounds follow:
SMILES,GBA enhancer
Cc1ccc2c(CC(=O)OCc3nc(N)nc(Nc4ccccc4C)n3)coc2c1,5
COc1nc(N)nc(CC(=O)C2CC2)n1,-15
Cn1cc(SCC(=O)Nc2nc3ccccc3s2)c2ccccc21,-14
O=C(CSc1nnc2ccccn12)c1ccc2c(c1)OCCO2,27
Cc1ccc(NC(=O)N2CCC(c3nc4c(nnn4Cc4cccc(Cl)c4)c(=O)[nH]3)CC2)cc1,-27
C=CCN1C(=O)CN=C1NCc1ccccc1,-4
O=C(Nc1ccc(S(=O)(=O)C(F)F)cc1)c1cccc(S(=O)(=O)N2CCOCC2)c1,-12
COc1ccc(C2CC(c3cc(OC)ccc3OC)n3nnnc3N2)cc1 (stereo not given),-21
CC(=O)c1ccc(NC(=O)CSCCO)cc1,63
CCN1CCN(c2nc3ccccc3nc2C(C#N)C(=O)OCc2ccccc2)CC1 (stereo not given),-19
CCc1c(C)sc(NC(=O)OC)c1C(=O)N1CCOCC1,-10
CC(=O)c1cccc(NC(=O)C2CCCN(S(C)(=O)=O)C2)c1 (stereo not given),6
Cc1ccc(NC(=O)NCC(c2cccnc2)N2CCOCC2)cc1 (stereo not given),4
O=C(NCc1ccco1)c1cc2ccc(O)cc2oc1=O,-27
Cc1nc(N2CCN(S(=O)(=O)c3ccc(F)cc3)CC2)c2c(C)c(C)sc2n1,-14
COc1ccc(-c2ccc(SCC(=O)N3CCOCC3)nn2)cc1OC,0
COc1ccc(S(=O)(=O)Nc2ccc(S(=O)(=O)Nc3nc(C)cc(C)n3)cc2)cc1OC,-13
Cc1ccccc1Cn1nnc(C(=O)Nc2cccc(C)c2C)c1N,-13
CC(=O)NCC(=O)N(Cc1ccco1)C1(C(=O)NC2CCCCC2)CCCCC1,12
CCCCC(=O)Nc1nnc(C)s1,-5
CN(C1CCCCC1)S(=O)(=O)c1ccc(NC(=O)C2CCCCC2C(=O)O)cc1 (stereo not given),-11
Cc1cc(NC(=O)Cn2nc(C(F)(F)F)c3c2CCC3)no1,-37
CCOC(=O)c1sc2nc(CSCC(=O)OCc3ccc(C(=O)OC)o3)[nH]c(=O)c2c1C,-7
COc1cc(OC)cc(-c2nc(N)n[nH]2)c1,-2
COc1ccccc1-c1ccc(Nc2cccc(C(C)=O)c2)nn1,-13

# Next section.
SMILES,GBA enhancer
Cc1cccc2cc(CN(CCCO)C(=O)Nc3cccc(Cl)c3)c(=O)[nH]c12,-8
O=C(CN1C(=O)c2ccccc2S1(=O)=O)N1CCc2ccccc21,-6
C=CCc1cccc(CNc2nc3ccccc3n2CCC)c1O,15
CCOC(=O)C1=C(C)NC2=C(C(=O)C(C(=O)OC)C(C)C2)C1c1ccc(OC)c(O)c1 (stereo not given),-51
O=C(c1ccccc1-c1nc(-c2ccc(F)cc2)no1)N1CCCC1,-16
Cc1nc(SCC(=O)Nc2ccc(C)c(F)c2)c2oc3ccccc3c2n1,-52
O=C(CCc1nc2ccccc2[nH]c1=O)OCC(=O)N1CCc2ccccc21,-23
CCCS(=O)(=O)N1CCCC(C(=O)NCCCN(C)Cc2ccccc2)C1 (stereo not given),2
O=C(O)CCC(NC(=O)OCc1ccccc1)C(=O)O (stereo not given),5
CCOc1ccc(-c2nnc(SCC(=O)N(CC)CC)n2N)cc1,-20
Cc1noc(C)c1S(=O)(=O)N1CCC(C(=O)N2CCN(c3ccc(Cl)cc3)CC2)CC1,-59
O=C(Nc1ccc(F)cc1)N1CCN(c2nc3ccccc3s2)CC1,-15
CC(C)OC(=O)CSc1nnc(-c2cnccn2)n1-c1ccc(Cl)cc1,-3
Cc1ccnc(N2CCC(C(=O)Nc3nnc(C)s3)CC2)n1,-4
CCOc1cc(C2C(C(=O)OC(C)C)=C(C)N=C3SCCC(=O)N32)ccc1OC(C)=O (stereo not given),-12
C=CCn1c(=O)c2c(nc3n2CCS3)n(C)c1=O,0
O=C(CSc1nc(-c2ccco2)cc(C(F)(F)F)n1)NCc1cccs1,4
Cc1cc(C(=O)CN2C(=O)c3ccccc3S2(=O)=O)c(C)n1CC1CCCO1 (stereo not given),-9
O=S(=O)(CCN1CCN(C(c2ccccc2)c2ccccc2)CC1)C(F)(F)F,-26
COc1ccc(NC(=O)N(CCN2CCCC2)Cc2cc3cc(OC)c(OC)cc3[nH]c2=O)cc1,-3
c1cc(-n2cnnn2)ccc1NC1=NCCC1,26
CC1=C(C(=O)Nc2cccnc2)C(c2ccccn2)n2nnnc2N1 (stereo not given),27
COc1ccc(C)cc1NC(=O)CN1CCN(CC(=O)Nc2ccccc2F)CC1,-35
COc1ccc(C(=O)c2no[n+]([O-])c2C(=O)c2ccc(OC)cc2)cc1,-109
O=c1cc(-c2c(F)c(F)c(F)c(F)c2F)oc2c(F)c(F)c(F)c(F)c12,-82

# Shown tab-delimited: entries from further up
SMILES	GBA enhancer
Cc1ccc(NC(=O)NCC(c2cccnc2)N2CCOCC2)cc1 (stereo not given)	4
O=C(NCc1ccco1)c1cc2ccc(O)cc2oc1=O	-27
Cc1nc(N2CCN(S(=O)(=O)c3ccc(F)cc3)CC2)c2c(C)c(C)sc2n1	-14
COc1ccc(-c2ccc(SCC(=O)N3CCOCC3)nn2)cc1OC	0
COc1ccc(S(=O)(=O)Nc2ccc(S(=O)(=O)Nc3nc(C)cc(C)n3)cc2)cc1OC	-13
Cc1ccccc1Cn1nnc(C(=O)Nc2cccc(C)c2C)c1N	-13
CC(=O)NCC(=O)N(Cc1ccco1)C1(C(=O)NC2CCCCC2)CCCCC1	12
CCCCC(=O)Nc1nnc(C)s1	-5
CN(C1CCCCC1)S(=O)(=O)c1ccc(NC(=O)C2CCCCC2C(=O)O)cc1 (stereo not given)	-11
Cc1cc(NC(=O)Cn2nc(C(F)(F)F)c3c2CCC3)no1	-37
CCOC(=O)c1sc2nc(CSCC(=O)OCc3ccc(C(=O)OC)o3)[nH]c(=O)c2c1C	-7
COc1cc(OC)cc(-c2nc(N)n[nH]2)c1	-2
COc1ccccc1-c1ccc(Nc2cccc(C(C)=O)c2)nn1	-13
Cc1cccc2cc(CN(CCCO)C(=O)Nc3cccc(Cl)c3)c(=O)[nH]c12	-8
O=C(CN1C(=O)c2ccccc2S1(=O)=O)N1CCc2ccccc21	-6
C=CCc1cccc(CNc2nc3ccccc3n2CCC)c1O	15
CCOC(=O)C1=C(C)NC2=C(C(=O)C(C(=O)OC)C(C)C2)C1c1ccc(OC)c(O)c1 (stereo not given)	-51
O=C(c1ccccc1-c1nc(-c2ccc(F)cc2)no1)N1CCCC1	-16
Cc1nc(SCC(=O)Nc2ccc(C)c(F)c2)c2oc3ccccc3c2n1	-52
O=C(CCc1nc2ccccc2[nH]c1=O)OCC(=O)N1CCc2ccccc21	-23
CCCS(=O)(=O)N1CCCC(C(=O)NCCCN(C)Cc2ccccc2)C1 (stereo not given)	2
O=C(O)CCC(NC(=O)OCc1ccccc1)C(=O)O (stereo not given)	5
CCOc1ccc(-c2nnc(SCC(=O)N(CC)CC)n2N)cc1	-20
Cc1noc(C)c1S(=O)(=O)N1CCC(C(=O)N2CCN(c3ccc(Cl)cc3)CC2)CC1	-59
O=C(Nc1ccc(F)cc1)N1CCN(c2nc3ccccc3s2)CC1	-15
CC(C)OC(=O)CSc1nnc(-c2cnccn2)n1-c1ccc(Cl)cc1	-3
Cc1ccnc(N2CCC(C(=O)Nc3nnc(C)s3)CC2)n1	-4
CCOc1cc(C2C(C(=O)OC(C)C)=C(C)N=C3SCCC(=O)N32)ccc1OC(C)=O (stereo not given)	-12
C=CCn1c(=O)c2c(nc3n2CCS3)n(C)c1=O	0
O=C(CSc1nc(-c2ccco2)cc(C(F)(F)F)n1)NCc1cccs1	4
Cc1cc(C(=O)CN2C(=O)c3ccccc3S2(=O)=O)c(C)n1CC1CCCO1 (stereo not given)	-9
O=S(=O)(CCN1CCN(C(c2ccccc2)c2ccccc2)CC1)C(F)(F)F	-26
COc1ccc(NC(=O)N(CCN2CCCC2)Cc2cc3cc(OC)c(OC)cc3[nH]c2=O)cc1	-3
c1cc(-n2cnnn2)ccc1NC1=NCCC1	26
CC1=C(C(=O)Nc2cccnc2)C(c2ccccn2)n2nnnc2N1 (stereo not given)	27

# Continued.
SMILES,GBA enhancer
Cc1cc(C)n2nc(SCC(=O)c3cc(C)n(-c4cc(C)on4)c3C)nc2n1,-5
COc1ccc(-n2nc(C(=O)NCC(=O)NCC3CCCO3)c3ccccc3c2=O)c(OC)c1 (stereo not given),0
Cc1ccc(S(=O)(=O)NCCOCCNS(=O)(=O)c2ccc(C)cc2)cc1,-31
COc1ccc(C(=O)Nc2ccccc2)cc1S(=O)(=O)Nc1cc(C)on1,-33
Cc1ccc(C)c(Cc2c(C)nc3c(C(=O)N4CCOCC4)cnn3c2C)c1,-25
COc1ccc(C(C)=O)cc1COC(=O)c1cnc(C)cn1,-15
Cc1cc(C)n(C(CC(=O)O)C(=O)O)n1 (stereo not given),20
CC1Cc2ccccc2N1C(=O)c1cc2c(=O)n3ccccc3nc2n1C (stereo not given),3
COC(=O)CSc1nnc2c(C)cc3cc4c(cc3n12)OCCO4,-12
Cc1cnc(NC(=O)CSc2nnc(Cc3ccccc3)o2)s1,-9
